Pf growth 48h – Primary qHTS for delayed death inhibitors of the malarial parasite plastid, 48 hour incubation | Potency, µM (series often up to 28.7 µM), for inactives: at the highest dose activity change, negative = inhibition, actives largely listed as inhibitors | P. falciparum luciferase growth in erythrocytes, 48 h | hit rate 5.9% among 310,000 | AID 504832, 2011; further: potency means the concentration at half of the fitted maximal effect; on the % scale 0 is the no-effect control and ±100 the full control effect
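Luminescence readout; reporter = integrated firefly luciferase in P. falciparum. RBC culture at 2% hematocrit, 0.1% parasitemia final, 37 C/5% CO2; decreased signal taken as growth inhibition.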
Pf growth 96h – Primary qHTS for delayed death inhibitors of the malarial parasite plastid, 96 hour incubation; P. falciparum luciferase reporter growth, 96 h; Potency, µM (titrated, usually from 28.7 µM), for the others: top-dose activity change, negative = inhibition, hits mostly inhibitors; hit rate 6.9% among 320,000; AID 504834, 2011; further: potency means the concentration at half of the fitted maximal effect; on the % scale 0 is the no-effect control and ±100 the full control effect
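96 h incubation, 37 C, 5% CO2, of luciferase-reporter P. falciparum-infected RBCs (2% hematocrit, 0.05% parasitemia final) with test compounds; endpoint luminescence.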
HCV inhibitor – qHTS Assay for Inhibitors of Hepatitis C Virus (HCV); hit rate 3.4% among 340,000; Potency, µM (highest dose often 41.8 µM), without a hit: at the top dose activity change, negative = inhibition, most hits filed as inhibitors; Huh7.5.1 HCVcc-Cre infection, luciferase reporter, 44 h; further: potency means the concentration at half of the fitted maximal effect; on the % scale 0 is the no-effect control and ±100 the full control effect
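Seed cells (1,000/well) for 4 h; treat with compound and infect with HCVcc-Cre, moi about 0.5. Incubate 44 h, then detect luciferase activity.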
Giardia FBPA inh – qHTS Assay for Inhibitors of Fructose-1,6-bisphosphate Aldolase from Giardia Lamblia. Potency, µM (highest dose often 59.6 µM), without a hit: at the highest dose activity, negative = inhibition, usual class: inhibitors. A8B2U2. hit rate 0.71% among 290,000. purified Giardia FBPA; further: potency means the concentration at half of the fitted maximal effect; on the % scale 0 is the no-effect control and ±100 the full control effect; nearly all actives have a fitted effect of over 55% in size
Target sequence (A8B2U2 whole entry, looked up): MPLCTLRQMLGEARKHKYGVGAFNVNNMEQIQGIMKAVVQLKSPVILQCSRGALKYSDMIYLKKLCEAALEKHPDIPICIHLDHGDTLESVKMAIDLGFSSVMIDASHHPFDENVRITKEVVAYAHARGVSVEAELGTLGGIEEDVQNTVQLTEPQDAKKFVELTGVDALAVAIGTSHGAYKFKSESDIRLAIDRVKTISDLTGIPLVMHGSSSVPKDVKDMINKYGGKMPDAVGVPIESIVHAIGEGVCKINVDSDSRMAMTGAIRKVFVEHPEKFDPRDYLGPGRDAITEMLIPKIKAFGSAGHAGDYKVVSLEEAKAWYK
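Giardia FBPA (40 nM reagent) was preincubated 10 min at RT with compound (up to 57.5 uM final), then substrate plus GAPDH/TPI/NAD/arsenate coupling system with diaphorase/resazurin was added; resorufin fluorescence (525/598 nm) was read after 20 min.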
Shiga toxin inh – A qHTS for Small Molecule Inhibitors of Shiga Toxin; inhibition, % at 38.7 µM; hit rate 9.2% among 290,000; Vero cells, Shiga toxin protein synthesis inhibition reporter; in the data active means inhibition mostly above about 28%, no sharp cut-off; inactive means mostly below about 43%; further: 0% is about no effect
Cycloheximide cs – Cycloheximide Counterscreen for Small Molecule Inhibitors of Shiga Toxin | max response, % | hit rate 12% among 300,000 | cell reporter, cycloheximide protein synthesis inhibition counterscreen; in the data active means max response mostly above about 13%, no sharp cut-off; inactive means mostly below about 14%; further: read at 38.3 µM for the half of the compounds with a filed dose; 0% is about no effect
* marks the source's active call; other numbers are inactive results; ? = inconclusive; . = no result given; & = joins results of further samples; [ ] = another dose, or the depositor's remark. Unless noted, the call rests on the fitted dose curve; in most records, active means well fitted curve in the direction sought with a large enough effect; inconclusive means small, poorly fitted or top-dose-only effect, or another doubt; inactive means no such curve, though single readings can be large; an effect the other way counts as inactive or inconclusive. The order is random, and some 24% of all compounds hit somewhere here.

| canonical_smiles | Pf growth 48h | Pf growth 96h | HCV inhibitor | Giardia FBPA inh | Shiga toxin inh | Cycloheximide cs |
| --- | --- | --- | --- | --- | --- | --- |
| CCOC(=O)c1sc(NC(=O)c2c(C)nn(Cc3ccccc3)c2C)cc1C | 9.3µM* | 1% | 18µM* | -14% | 37 | 10 |
| COc1ccc(C(=O)c2sc(Nc3ccc(NC(C)=O)cc3)nc2C)cc1 | 20% | ? | -17% | -22% | 12 | 0 |
| Cc1ccnc(NC(=O)c2ccc3[nH]c(=O)c(=O)[nH]c3c2)c1 | 24% | 64%[activator] | -3% | -15% | -3 | 10 |
| CCN(CC)S(=O)(=O)c1ccc(C(=O)NCc2n[nH]c(=S)n2Cc2ccccc2)cc1 | ? | ? | . | 14% | -14 | -4 |
| OCc1nc(CO)n(Cc2ccccc2)n1 | 1% | 9% | 5% | 2% | -10 | -1 |
| Cc1nn(C(C)C(=O)NCCc2ccco2)c(=O)c2nn(-c3ccccc3)c(C)c12 (stereo not drawn) | -1% | ? | 16% | . | -7 | -9 |
| COc1ccc(C(=O)Nc2cc(=O)n(C)c(=O)n2C)cc1OC | -3% | -1% | 2% | -5% | -4 | -1 |
| C/C(=N\NC(N)=S)C1(C)CCCCC1 | ? | ? | -4% | -16% | -8 | -3 |
| CC(C)N(C(C)C)S(=O)(=O)c1ccc(NN)nc1 | -28% | 10% | ? | -7% | -8 | -2 |
| Nc1sc2c(c1C(=O)NC1CCS(=O)(=O)C1)CCC2 (stereo not drawn) | 0% | . | 16% | ? | -9 | 2 |
| O=C(CN1CCN(CC(=O)Nc2cccc(F)c2)CC1)NCC1(N2CCOCC2)CCCCC1 | ? | ? | 2% | . | . | . |
| CC(=O)N1CCN(Cc2nc3cc([N+](=O)[O-])ccc3n2C)CC1 | 14% | 26% | 5% | -10% | 4 | -1 |
| CN(CC(=O)Nc1ccccc1Cl)C(=O)COC(=O)C1=COCCO1 | 9% | 52%[activator] | 1% | . | . | . |
| COC(=O)/C=C/C(=O)Nc1cccnc1 | ? | 12% | ? | -1% | 30 | -5 |
| COCC(C)N1CCC(Oc2ccc(C(=O)NCc3ccccn3)cc2)CC1 (stereo not drawn) | 11% | 12µM* | 4% | 7% | -14 | 1 |
| NC(=O)c1ccc[n+](CCC[n+]2cccc(C(N)=O)c2)c1 | 24% | 11% | 0% | 2% | -3 | -2 |
| Cc1ccc(/C=N/NC(=O)CN2CCN(Cc3ccccc3)CC2)s1 | 51%[activator] | 25% | -1% | 12% | 15 | 9 |
| O=C(CSc1nc2ccccc2o1)N1N=C(c2cccs2)CC1c1ccc(F)cc1 (stereo not drawn) | 25% | 15% | ? | 2% | -4 | 8 |
| O=C(NCc1ccc(Cl)cc1)N1CCc2ccccc2C1 | 1% | 8% | -9% | -2% | 30 | 29* |
| COc1ccc(C2=CC(=O)C[C@H](c3ccc(OC)c(OC)c3)C2)cc1 | ? | ? | ? | . | . | . |
| CC1=C(C#N)C(c2ccc(O)cc2)C(C#N)=C(C)N1 | 0% | ? | -12% | 5% | -5 | -2 |
| COc1ccccc1NC(=O)c1ccc(C(=O)Nc2ccccc2OC)nc1 | ? | ? | -12% | -4% | 12 | 4 |
| CC(=O)Nc1ccc(S(=O)(=O)N2CCSC2c2ccc(C)cc2)cc1 (stereo not drawn) | -2% | 4% | -24% | 1% | -13 | -3 |
| COCCOC(=O)c1c(C)oc2ccc(OC(=O)COc3c(F)c(F)c(F)c(F)c3F)cc12 | 37%[activator] | . | 18%&17% | -5% | 4 | 5 |
| CCOC(=O)c1cccc(NC(=O)CCc2nnc3ccc(N4CCOCC4)nn23)c1 | ? | 13% | -7% | . | -1 | 1 |
| Cc1cc(=O)oc2c(C(=O)/C=C\c3cccs3)c(O)ccc12 | -9% | 13µM* | 5% | -2% | 16 | 7 |
| COc1ccc(CN(C(=S)Nc2ccccc2)C2CC(=O)N(c3ccccc3)C2=O)cc1 (stereo not drawn) | -17% | ? | ? | ? | -9 | -4 |
| COc1ccc(NC(=O)c2c(NC(=O)CCC(=O)O)sc3c2CCCCC3)cc1 | -2% | 4% | 13% | -8% | 0 | 1 |
| CCOCC(=O)Nc1ccc(OCc2ccccc2)cc1 | ? | -1% | -1% | 1% | 46* | 35* |
| CC(=O)Nc1ccc(-c2csc(NC(C)c3ccccc3)n2)cc1 (stereo not drawn) | -10% | -10% | -10% | -21% | 4 | 7 |
| O=C(c1ccc2c(c1)OCCO2)N1CCN(c2ccccn2)CC1 | 12% | 31%[activator] | 12% | . | 1 | 21 |
| CC(=O)Nc1cccn(Cc2c(Cl)cccc2Cl)c1=O | 4% | ? | -10% | 0% | 41 | 12 |
| N#Cc1ccc2[nH]cc(CCO)c2c1 | 11% | 31%[activator] | -3% | -9% | 8 | -2 |
| COc1cc(NC(=O)Cn2cnc(S(=O)(=O)N3CCC(C)CC3)c2)cc(OC)c1OC | -3% | ? | 30%[activator] | . | -10 | -8 |
| O=C(CC(c1ccccc1)c1cc(Cl)ccc1O)N1CCOCC1 (stereo not drawn) | 11% | -33% | -5% | 1% | -8 | -4 |
| CCOc1cc(C2C(C(=O)c3ccc(C)o3)=C(O)C(=O)N2CCc2ccccc2)ccc1O (stereo not drawn) | 12% | ? | -3% | 0% | -3 | -2 |
| CCOC(=O)N1CCN(CC(=O)Nc2cc(C)nn2-c2nc3ccccc3s2)CC1 | ? | . | 8%&-14% | 0% | -5 | 2 |
| COc1cc2c(cc1OC)C(SC)=NC1(CCCC1)C2 | 10µM* | -23% | ? | 0% | -10 | -2 |
| Cc1ccc(-c2nn(C)c(=O)c3ccccc23)cc1S(=O)(=O)N1CCCC1 | ? | -14% | ? | -18% | -4 | -1 |
| COc1ccc(CN(C)C(=O)CCCNC(=O)c2ccc(Cl)cc2)cc1 | 32% | ? | ? | 0% | -4 | 8 |
| Cc1ccc(/C=N\NC(=O)COc2ccc(C)cc2[N+](=O)[O-])cc1 | ? | ? | -24% | -1% | 15 | 20 |
| CC1(C(=O)NCc2ccccc2)Oc2ccccc2NC1=O (stereo not drawn) | 9% | . | -10% | 0% | -22 | -5 |
| O=C(Nc1ccc2c(c1)OCO2)N1CCN(S(=O)(=O)c2ccc(Cl)cc2)CC1 | 56%[activator] | . | -8% | 19% | -13 | -3 |
| Cc1ccccc1C(=NC(=O)c1ccccc1)c1ccccc1 | 8.3µM* | 6.6µM* | -4% | 0% | 23 | -2 |
| COc1ccc(NC(=O)c2ccccn2)cc1OC | 177%[activator] | 222%[activator] | -10% | ? | 90* | 61* |
| Cc1nc2ccccc2c(-c2ccccc2)c1C(=O)c1ccccc1 | . | 1% | -14% | 7% | -2 | -4 |
| CC(C)CC(=O)Nc1ccc(C(=O)CN2CCN(c3ccc(O)cc3)CC2)cc1 | -17% | -11% | -5% | -13% | 19 | -1 |
| Cc1ccc2c(c1)Cc1c(C(=O)NN3CCCCC3)nn(-c3ccc(Cl)cc3Cl)c1-2 | . | . | . | ? | 17 | 22 |
| O=C(CCc1ccccc1)N1CCN(c2ccccn2)CC1 | 31%[activator] | ? | 22% | -5% | 8 | 9 |
| CCOC(=O)C(NC(=O)C1C(C)N1S(=O)(=O)c1ccc(C)cc1)C(=O)OCC (stereo not drawn) | 83%[activator] | 38%[activator] | 1% | . | 15 | -2 |
| Cc1cc(C)nc(Sc2ncnc(N)c2[N+](=O)[O-])n1 | ? | -2% | 22µM* | -9% | -12 | 1 |
| Cc1ccc(Sc2ccc(C=C3C(=O)N(C)C(=O)N(C)C3=O)o2)cc1 | 26% | 10% | 30%[activator] | -26% | -3 | -3 |
| COc1ccc(Cl)cc1NC(=O)CCNS(=O)(=O)c1cccc2nonc12 | 27% | 10µM* | -13% | 4% | -6 | -1 |
| Cc1sc2ncnc(N[C@@H](CCC(=O)O)C(=O)O)c2c1C | 3% | -3% | 15% | 9% | -4 | -2 |
| Cn1c(SCC(=O)N2CCCc3ccccc32)nnc1-c1cccs1 | -15% | -7% | -2% | -1% | -7 | -6 |
| CCCC1(c2ccccc2)NC(=O)N(CCN2C(=O)c3ccccc3C2=O)C1=O (stereo not drawn) | ? | ? | 22% | -1% | -14 | -3 |
| COc1ccc(C(=O)N2CCN(C(=O)c3ccc(-c4ccccc4)cc3)CC2)cc1OC | ? | 0% | ? | 0% | -24 | -3 |
| CC(=O)NS(=O)(=O)c1ccccc1 | 10% | ? | 2% | 1% | -14 | 1 |
| COc1ccc(CCC(=O)NCCS(=O)(=O)N2CCN(c3ccccc3F)CC2)cc1 | 11% | ? | -23% | . | . | . |
| N#Cc1c(N)n(CCCN2CCOCC2)c2nc3ccccc3nc12 | ? | 44%[activator] | -15% | -7% | -16 | -7 |

In the list so far, 4 contain fluorine:
| canonical_smiles | Pf growth 48h | Pf growth 96h | HCV inhibitor | Giardia FBPA inh | Shiga toxin inh | Cycloheximide cs |
| --- | --- | --- | --- | --- | --- | --- |
| O=C(CN1CCN(CC(=O)Nc2cccc(F)c2)CC1)NCC1(N2CCOCC2)CCCCC1 | ? | ? | 2% | . | . | . |
| O=C(CSc1nc2ccccc2o1)N1N=C(c2cccs2)CC1c1ccc(F)cc1 (stereo not drawn) | 25% | 15% | ? | 2% | -4 | 8 |
| COCCOC(=O)c1c(C)oc2ccc(OC(=O)COc3c(F)c(F)c(F)c(F)c3F)cc12 | 37%[activator] | . | 18%&17% | -5% | 4 | 5 |
| COc1ccc(CCC(=O)NCCS(=O)(=O)N2CCN(c3ccccc3F)CC2)cc1 | 11% | ? | -23% | . | . | . |

Later entries:
| canonical_smiles | Pf growth 48h | Pf growth 96h | HCV inhibitor | Giardia FBPA inh | Shiga toxin inh | Cycloheximide cs |
| --- | --- | --- | --- | --- | --- | --- |
| O=C(O)c1cc(-c2cccs2)nc2ccc(Br)cc12 | 37%[activator] | 2% | . | -11% | 8 | 14 |
| O=C(CCN1C(=O)/C(=C/c2ccccc2F)SC1=S)N[C@@H](CO)Cc1ccccc1 | 13% | ? | ? | . | -3 | -2 |
| CNCc1ccc(OCc2ccccc2)c(OC)c1 | 14% | 7% | 4% | -4% | 27 | 28* |
| COc1ccccc1OCC#CCn1ccnc1 | -6% | 2% | 14% | ? | 4 | -5 |
| O=C(CN1CCN(S(=O)(=O)c2ccc(Cl)s2)CC1)NCc1ccc(Cl)cc1 | . | ? | 22% | -4% | 35* | 31* |
| COc1ccccc1CNC(=O)CS(=O)(=O)c1ccccc1 | -1% | 25% | 14% | 11% | -10 | -4 |
| CCn1cc(C(=O)NCCc2ccc(C)cc2)c(=O)c2cc(S(=O)(=O)N(C)C)ccc21 | -7% | 164%[activator] | 5% | 10% | -3 | 2 |
| COc1ccc(N2CCN(C(=O)c3csc4ccccc34)CC2)cc1 | -13% | -38% | -2% | 1% | -17 | -4 |
| COc1ccc2[nH]c3c(c2c1)CCN1C(=O)N([C@@H](C)C(=O)NCc2ccco2)C(=O)[C@]31C | 12% | ? | ? | -5% | 3 | -3 |
| CCN(CC(=O)Nc1c(F)cccc1F)C(=O)CN1C(=O)C2CCCCC2C1=O (stereo not drawn) | -12% | ? | -5% | . | . | . |
| O=C(NCc1ccco1)C(c1ccncc1)N(C(=O)Cc1cccs1)c1ccccc1 (stereo not drawn) | -17% | 9% | 6% | 5% | -14 | -3 |
| COc1ccc2ccccc2c1/C=N/NC(=O)c1nnn(-c2nonc2N)c1C(C)C | ? | ? | -28% | . | -4 | 5 |
| Cc1cc(C(=O)COC(=O)c2ccc(Cl)c(S(N)(=O)=O)c2)c(C)n1CC1CCCO1 (stereo not drawn) | 118%[activator] | 2% | -21% | . | . | . |
| COc1cc(-n2c(=O)c3ccccc3n(Cc3ccccc3)c2=O)cc(OC)c1OC | -7% | 49%[activator] | 24% | -5% | 21 | -2 |
| COc1ccccc1NC(=O)c1nn(-c2cccc(C(F)(F)F)c2)ccc1=O | 16% | ? | -22% | . | -8 | 1 |

Source: PubChem (National Center for Advancing Translational Sciences (NCATS))
